D2 antagonist: D2 dopamine receptor (human) antagonism; P14416; HEK293 TREx D2 cells, calcium flux, dopamine EC80; inhibition, % at 10 µM; actives 2% (n = 340,000); AID 485344; in the data active means inhibition above about 30%; further: 0% is about no effect
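Inhibition of EC80 dopamine-driven calcium flux, recorded kinetically, defines activity here; cells are a tetracycline-induced HEK293 T-REx line expressing force-coupled D2.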
D1 antag: blocks dopamine activation of the human D1 receptor. P21728. HEK293 TREx D1 cells, calcium flux, dopamine EC80; active compounds read low. activity change, negative = inhibition, % at 10 µM. actives 3.2% (n = 360,000); in the data active means activity change below about -30%; further: on the % scale 0 is the no-effect control and ±100 the full control effect
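HEK293 T-REx cells expressing inducible, force-coupled D1 receptor; no-wash Ca dye, 30–90 min RT. Cmpd → 180 s read at 1 Hz → EC80 DA → 180 s read.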
D1 ag: agonists of human D1 dopamine receptor | P21728 | HEK293 T-REx D1 cells, calcium flux, agonist mode | activation, % at 2 µM | actives 1% (n = 360,000) | AID 504660; further: 0% is about no effect
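Tetracycline-induced HEK293 TREx D1 cells, force-coupled to calcium signalling, were dye-loaded with a no-wash calcium kit. Compound was pin-added after a 10 s baseline. Fluorescence was read kinetically at 1 cycle/s for 180 s, with calcium rises flagged as agonism.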
RXFP1 antag: RXFP1 (human) relaxin receptor antagonism | actives 0.59% (n = 350,000) | activity change, negative = inhibition, % at 57.5 µM | Q9HBX9 | HEK293-RXFP1, relaxin-stimulated cAMP HTRF, 30 min; active compounds read low;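 active means activity change of -60% or lower, but not beyond a set lower limit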; further: on the % scale 0 is the no-effect control and ±100 the full control effect
Target sequence (Q9HBX9 whole entry, looked up): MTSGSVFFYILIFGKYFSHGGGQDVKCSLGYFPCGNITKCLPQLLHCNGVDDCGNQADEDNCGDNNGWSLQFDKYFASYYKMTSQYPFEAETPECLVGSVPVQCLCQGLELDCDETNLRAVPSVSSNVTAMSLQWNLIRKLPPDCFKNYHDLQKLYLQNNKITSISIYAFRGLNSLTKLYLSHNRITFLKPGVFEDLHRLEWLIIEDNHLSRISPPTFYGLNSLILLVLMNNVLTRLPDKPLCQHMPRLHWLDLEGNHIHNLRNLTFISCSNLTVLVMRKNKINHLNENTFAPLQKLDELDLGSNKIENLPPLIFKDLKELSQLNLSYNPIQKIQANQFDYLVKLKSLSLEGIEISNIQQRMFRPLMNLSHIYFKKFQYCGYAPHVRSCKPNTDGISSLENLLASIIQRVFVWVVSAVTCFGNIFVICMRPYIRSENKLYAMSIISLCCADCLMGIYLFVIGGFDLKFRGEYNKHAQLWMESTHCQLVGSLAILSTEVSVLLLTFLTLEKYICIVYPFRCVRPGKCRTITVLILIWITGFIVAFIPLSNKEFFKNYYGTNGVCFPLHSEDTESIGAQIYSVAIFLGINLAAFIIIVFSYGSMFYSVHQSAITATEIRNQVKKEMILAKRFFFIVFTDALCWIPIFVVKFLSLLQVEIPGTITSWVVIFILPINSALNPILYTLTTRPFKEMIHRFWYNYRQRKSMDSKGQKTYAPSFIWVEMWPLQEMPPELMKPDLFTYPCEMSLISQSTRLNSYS
D1 PAM: potentiators of human D1 dopamine receptor. HEK293 TREx D1 cells, calcium flux, dopamine EC20 potentiation. potentiation, % at 10 µM. P21728. actives 0.036% (n = 360,000). AID 504651; in the data active means potentiation above about 30%; further: 0% is about no effect
D2 PAM: positive allosteric modulators of human D2 dopamine receptor; P14416; HEK293 T-REx D2, calcium flux, EC20 dopamine potentiation; potentiation, % at 10 µM; actives 0.34% (n = 340,000);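 active means potentiation over 3 SD above the plate norm, cut at about 30% in these data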; further: 0% is about no effect
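Tetracycline-induced Hek293 Trex D2 cells, force-coupled to calcium, loaded with no-wash calcium dye. Compound added with 180 s kinetic read for agonism, then EC20 dopamine and a further 180 s read for potentiation.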
D2 agonist: agonists of human D2 dopamine receptor; HEK293 T-REx D2 cells, calcium flux agonist mode; actives 0.53% (n = 340,000); activation, % at 2 µM; AID 485358;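 active means activation over 3 SD above normal in the single-dose calcium agonist read, cut at about 30% in these data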; further: 0% is about no effect
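In this primary screen, compounds producing a positive calcium signal within 180 s of addition to tetracycline-induced, force-coupled HEK293 Trex D2 cells are flagged; cells are dye-loaded with a no-wash calcium kit beforehand.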
TRHR agonist: agonists of human TRH receptor | P34981 | TRHR cells, calcium flux fluo-8, FDSS agonist mode | activation, % at 2 µM | actives 0.18% (n = 360,000); further: 0% is about no effect
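TRHR-expressing cells loaded with fluo-8 calcium dye; 23 nL library compound pin-transferred, kinetic FDSS fluorescence (Ex 480/Em 530) recorded about 180 s for agonist-induced calcium release, before a 10 nM TRH EC20 addition for potentiator mode.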
TRHR PAM: allosterically enhances the human TRH receptor; P34981; TRHR cells, fluo-8 calcium fluorescence, EC20 TRH enhancement; enhancement, % at 2 µM; actives 0.66% (n = 360,000); AID 493056; in the data active means enhancement above about 30%; further: 0% is about no effect
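Enhancer read-out: after compound pinning and an initial kinetic agonist-mode read, an EC20 of TRH (10 nM final) was injected and fluo-8 calcium signal (Ex 480/Em 530) followed at 1 s/cycle for 100 cycles in TRHR-expressing cells.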
Starred values were filed as active, the others as inactive; . = no result given. Unless noted, no stated cut-off is given here; in the data, active means activation above about 30%; inactive means the rest.

| cpd | Molecule | D2 antagonist | D1 antag | D1 ag | RXFP1 antag | D1 PAM | D2 PAM | D2 agonist | TRHR agonist | TRHR PAM |
| --- | --- | --- | --- | --- | --- | --- | --- | --- | --- | --- |
| 1 | Cc1ccc(C(=O)Nc2nnc(-c3ccc(C(C)(C)C)cc3)s2)cc1 | 12 | -6 | 3 | -4 | 5 | 2 | 0.7 | 0.4 | 2 |
| 2 | O=C(CCC1N=C2c3ccccc3N=C(SCc3ccccc3Cl)N2C1=O)NCc1cccs1 (configuration not stated) | . | -1 | 2 | -11 | 2 | 8 | -0.1 | -0.2 | 0 |
| 3 | Cn1c(-c2ccc(Br)o2)nc2cc(Br)ccc21 | 10 | -18 | 4 | -4 | -4 | -9 | -0.9 | 0.5 | 5 |
| 4 | Cc1ccc2nc(CSc3nnc4ccccn34)cc(=O)n2c1 | -8 | -18 | 8 | 0 | 1 | 0 | 1.1 | 0.4 | 51* |
| 5 | CC(=O)c1cc(C#N)c(NCc2ccccc2)nc1C | -11 | -10 | 12 | -11 | -4 | 5 | -0.4 | 0.0 | 15 |
| 6 | COc1ccc(CC(=O)N2CCN(c3ccccn3)CC2)cc1 | 5 | -3 | 2 | 8 | -2 | 0 | -0.1 | -0.1 | 4 |
| 7 | N#C/C(=C/c1ccc(-c2ccc(C(=O)O)c(Cl)c2)o1)C(=O)NCC1CCCO1 (configuration not stated) | 17 | -24 | 3 | -9 | -5 | 2 | 0.0 | 0.4 | -3 |
| 8 | Cc1cc(C)c(C#N)c(SCC(=O)OC2CCCCC2)n1 | -6 | -8 | 6 | -5 | 1 | 16 | 0.6 | 0.2 | -9 |
| 9 | CC1=C(C(=O)Nc2cccc(C(=O)NC3CCCC(C)C3C)c2)SCCO1 (configuration not stated) | 2 | -3 | 0 | -16 | -5 | 4 | 0.7 | -0.4 | -2 |
| 10 | COc1ccc(S(=O)(=O)NN(C)c2nc(C(F)(F)F)nc3ccccc23)cc1 | -15 | -4 | 7 | 11 | 0 | 3 | -0.1 | 0.0 | 14 |
| 11 | CC1=C(C(=O)Nc2ccccc2)C(c2ccncc2)C(C#N)=C(SCC(=O)Nc2ccccc2)N1 (configuration not stated) | 5 | -16 | 4 | -15 | -1 | -4 | 0.9 | 1.8 | -2 |
| 12 | COc1ccc(Nc2ncnc3sc(-c4ccccc4)cc23)cc1OC | -6 | 1 | 0 | -13 | 0 | -13 | -1.1 | -0.7 | 0 |
| 13 | CC/C(=N\NC(=O)CSCc1ccc(Cl)cc1)c1ccc2c(c1)OCCO2 | 5 | -14 | 4 | 6 | -5 | 6 | -0.5 | 0.1 | -3 |
| 14 | Nc1cc(=O)nc(SCC(=O)Nc2ccccc2)n1-c1ccccc1 | -8 | 8 | 1 | -10 | -1 | 4 | -0.5 | 0.6 | 4 |
| 15 | O=C(N/N=C/c1ccc(Cl)cc1)C(=O)N1CCCCCC1 | -3 | -4 | 6 | -6 | 0 | 7 | -0.5 | -0.6 | 9 |
| 16 | Cc1ccc(-c2nn(-c3ccccc3)cc2/C=N/NS(=O)(=O)c2ccccc2)cc1 | -11 | -6 | 0 | 1 | -4 | 10 | -0.3 | -0.3 | -2 |
| 17 | Cc1ccc[n+](Cc2ccc([N+](=O)[O-])cc2)c1 | 5 | -6 | 1 | 1 | -5 | -8 | 0.4 | -0.2 | 10 |
| 18 | CCOc1cc(/C=C2\SC(=O)N(c3ccc(O)cc3)C2=O)ccc1O | 8 | -12 | 12 | -18 | -3 | 13 | 2.4 | 7.7 | 0 |
| 19 | O=C(Nc1ccc([N+](=O)[O-])cc1)C1C(c2ccccc2)=C1c1ccccc1 | -11 | 1 | 2 | -14 | -8 | -9 | -0.9 | -0.2 | -2 |
| 20 | C=CC[C@]12CCc3ccccc3C1N(c1ccc(C(=O)OCC)cc1)C2=O (some centres not stated) | -11 | . | 12 | . | -3 | 3 | -0.2 | 0.3 | -10 |
| 21 | CC(C)NC(=O)c1cc(-c2ccc3c(c2)OCO3)on1 | 20 | 11 | 7 | -5 | -7 | -4 | -0.1 | -0.9 | 9 |
| 22 | CNC(=O)C1CC(=O)N(Cc2ccc3c(c2)OCO3)C(=Nc2ccc(F)cc2)S1 (configuration not stated) | . | 3 | 2 | -9 | 11 | . | . | -1.2 | 0 |
| 23 | Fc1ccc(CNC(=S)Nc2ccc(Cl)cc2Cl)cc1 | -1 | -38* | 24 | . | -12 | -9 | -1.0 | 1.4 | -6 |
| 24 | O=C(O)Cn1c(=O)c2c3c(sc2n(Cc2ccc(Cl)cc2Cl)c1=O)CCCC3 | -5 | -2 | 2 | -11 | -8 | -3 | -0.5 | -0.3 | -4 |
| 25 | O=C1CC(N2CCN(c3ccc(S(=O)(=O)N4CCOCC4)cc3)CC2)C(=O)N1Cc1ccccc1 (configuration not stated) | -9 | -7 | 8 | -2 | -5 | . | -0.6 | 0.0 | 10 |

Given with two lines to a compound: 5 of the compounds above
Screens in order: D2 antagonist, D1 antag, D1 ag, RXFP1 antag, D1 PAM, D2 PAM, D2 agonist, TRHR agonist, TRHR PAM
20: C=CC[C@]12CCc3ccccc3C1N(c1ccc(C(=O)OCC)cc1)C2=O (some centres not stated)
    -11, ., 12, ., -3, 3, -0.2, 0.3, -10
21: CC(C)NC(=O)c1cc(-c2ccc3c(c2)OCO3)on1
    20, 11, 7, -5, -7, -4, -0.1, -0.9, 9
22: CNC(=O)C1CC(=O)N(Cc2ccc3c(c2)OCO3)C(=Nc2ccc(F)cc2)S1 (configuration not stated)
    ., 3, 2, -9, 11, ., ., -1.2, 0
23: Fc1ccc(CNC(=S)Nc2ccc(Cl)cc2Cl)cc1
    -1, -38*, 24, ., -12, -9, -1.0, 1.4, -6
24: O=C(O)Cn1c(=O)c2c3c(sc2n(Cc2ccc(Cl)cc2Cl)c1=O)CCCC3
    -5, -2, 2, -11, -8, -3, -0.5, -0.3, -4

Continuation.
| cpd | Molecule | D2 antagonist | D1 antag | D1 ag | RXFP1 antag | D1 PAM | D2 PAM | D2 agonist | TRHR agonist | TRHR PAM |
| --- | --- | --- | --- | --- | --- | --- | --- | --- | --- | --- |
| 26 | COc1ccc(CC(=O)Nc2nnc(CC(C)C)s2)cc1S(=O)(=O)N1CCOCC1 | 4 | 4 | 4 | -14 | 2 | -8 | -0.8 | -0.3 | -9 |
| 27 | O=C(Cc1ccc(F)cc1)NC1CCS(=O)(=O)C1 (configuration not stated) | 8 | 0 | 2 | 22 | -6 | -5 | 1.3 | 1.2 | 10 |
| 28 | CCOC(=O)C1CCCN(c2c(NCCCN3CCCC(C)C3)c(=O)c2=O)C1 (configuration not stated) | -15 | 0 | 4 | . | . | -5 | 2.0 | 0.6 | -1 |
| 29 | Cc1ccc(S(=O)(=O)NCC(c2ccccc2)N2CCCCC2)cc1 (configuration not stated) | -34 | -2 | 1 | -15 | -7 | -12 | 0.4 | 0.3 | -1 |
| 30 | O=C1CC(c2nc3ccccc3[nH]2)CN1Cc1ccccc1 (configuration not stated) | 2 | -5 | -2 | . | -4 | 3 | 0.9 | 0.1 | 0 |
| 31 | COc1ccc(CNC(=O)CN(C(=O)c2snc(C(N)=O)c2N)c2ccc(OC)c(OC)c2)cc1 | 31* | 8 | 4 | -9 | 3 | -5 | -0.2 | -0.8 | 0 |
| 32 | O=C(CN1C(=O)NC2(CCCC2)C1=O)Nc1cccc(Cl)c1 | 16 | 3 | 1 | 4 | -7 | -3 | 0.7 | 0.3 | -3 |
| 33 | CCN1C(=NCc2ccc(OC)cc2)N[C@@H](c2ccccc2)[C@H](C(=O)OC)[C@H]1C | . | -2 | 3 | . | 3 | . | . | 0.2 | 31* |
| 34 | COc1ccc(Cl)cc1NC(=O)CN(C)C(C)C(=O)NCC1CCCCC1 (configuration not stated) | 5 | -11 | 0 | 10 | 0 | -6 | -1.6 | -1.7 | -1 |
| 35 | O=C(CCn1[nH]c(=O)c2ccccc2c1=O)N1CCOCC1 | 9 | 14 | 1 | 3 | -9 | 14 | -0.4 | 0.2 | 20 |
| 36 | COc1ccc(C)cc1N(CC(=O)N1CCc2ccccc2C1)S(C)(=O)=O | 24 | 6 | 4 | 5 | -4 | -3 | -0.2 | 0.7 | -2 |
| 37 | COc1cccc(CNC(=O)N2CCN(S(=O)(=O)c3ccc(Cl)cc3)CC2)c1 | -9 | 0 | 8 | -15 | 0 | 2 | 4.1 | -0.2 | 1 |
| 38 | O=C(c1cc(C(=O)N2CCN(c3ccc(F)cc3)CC2)cc([N+](=O)[O-])c1)N1CCN(c2ccc(F)cc2)CC1 | 1 | 14 | 0 | 5 | 4 | -7 | 0.9 | -0.6 | -8 |
| 39 | Cc1ccc(-c2nc(NC(=O)c3nn(C)cc3[N+](=O)[O-])sc2C)cc1C | 11 | . | 3 | 10 | -3 | 10 | 0.0 | -0.3 | 4 |
| 40 | COc1ccccc1C/C(N)=N/OC(=O)COc1cccc2ccccc12 | -6 | -19 | 27 | 1 | -3 | 11 | 0.1 | -2.0 | 0 |
| 41 | CCC(CO)Oc1cc(NCc2ccc(OC)cc2)c2ncn(C(C)C)c2c1 (configuration not stated) | 3 | 15 | 0 | . | 1 | 9 | 0.8 | -0.7 | -1 |
| 42 | C/C(=N\NC(=O)c1ccccc1)c1ccc2c(c1)OCO2 | 25 | -2 | 1 | 12 | -2 | 1 | 0.1 | 0.5 | -2 |
| 43 | Cc1cc2c(cc1S(=O)(=O)N1CCN(c3cccc(C)c3C)CC1)OCCN2C | -16 | 6 | 4 | 7 | -1 | -9 | -0.3 | -0.1 | -4 |
| 44 | CC(=O)c1cc(CN2CCC(N3CCC(C(=O)N4CCCC4)CC3)CC2)cs1 | 2 | 1 | 1 | -3 | -1 | 6 | 0.2 | 0.0 | 2 |
| 45 | C=CCn1c(SCC(=O)N(CC)C2CCS(=O)(=O)C2)nc2cc(C(=O)O)ccc2c1=O (configuration not stated) | -7 | -2 | 3 | 4 | 0 | 3 | 0.0 | 0.4 | 2 |
| 46 | COc1ccc(NC(=O)C2CCCO2)cc1 (configuration not stated) | -23 | 0 | 0 | -35 | -6 | 10 | 0.1 | 0.0 | -2 |
| 47 | O=C(NC1CC(=O)N(c2ccccc2)C1)c1ccc(S(=O)(=O)N2CCCC2)cc1 (configuration not stated) | . | . | 1 | -9 | -3 | -15 | 1.1 | 0.4 | -11 |
| 48 | CCN1CCN(C(=O)C23CCC(C)(C(=O)C2Br)C3(C)C)CC1 (configuration not stated) | -6 | -15 | 3 | 1 | 2 | 1 | 1.5 | 0.6 | 2 |
| 49 | O=C(CCc1cn(Cc2ccccc2F)c2ccccc12)NCc1ccc(Cl)cc1 | . | 4 | 11 | -7 | 1 | 2 | 0.5 | 0.7 | 3 |
| 50 | O=C1CC[C@@H](O)CCN1CC[C@H](Sc1ccc(Br)cc1)c1ccccc1 | -6 | 5 | 1 | . | 3 | 22 | 0.0 | -0.3 | -4 |
| 51 | Cn1c(SCC(=O)NCc2cccs2)nnc1-c1cccs1 | 6 | 1 | 1 | -4 | -6 | -1 | 0.2 | 0.1 | 0 |
| 52 | O=C(CCc1nnc(Cc2ccc3c(c2)OCO3)o1)N(CC1CCC1)CC1CCCO1 (configuration not stated) | -8 | -5 | 2 | -5 | 0 | 5 | 0.8 | 0.1 | 5 |

Screening results: PubChem BioAssay, National Center for Advancing Translational Sciences (NCATS)
